Screening data deposited in PubChem by several laboratories.
Y pestis TopoI: inhibitors of Yersinia pestis topoisomerase I; 360,000 tested, 0.064% active; AID 504884; Y. pestis Topo-I cleavage product accumulation, plate reader; activity, % at 10 µM; in the data active = activity above about 50%, passing the limit was not always enough; note: inactives centre near 2
CCHFV vOTU inh: CCHFV vOTU protease inhibition; Pep-AMC fluorescence; inhibition, % at 11.5 µM; 370,000 tested, 0.55% active; AID 651958; in the data active = inhibition above about 30%; note: 0% = vehicle wells with enzyme and 100% = no enzyme wells
BH1578 lux ind: induces V. cholerae light production without autoinducers. V. cholerae BH1578 lux reporter, luminescence, 6 h. activation, % at 18.7 µM. 350,000 tested, 0.16% active; in the data active = activation mostly above about 9.7%, no sharp cut-off; note: not every result past the cut was called active; inactives centre near 0; reference of the scale not given here
SSB-PriA inh: inhibitors of Klebsiella pneumoniae PriA binding to SSB C-terminal tail; AlphaScreen SSBct-PriA binding, biotinylated peptide; inhibition, % at 33 µM; 430,000 tested, 0.6% active; AID 1272365; in the data active = inhibition mostly above about 37%, no sharp cut-off; inactive = mostly below about 20%;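 note: plate controls were negative control peptide for no effect and reference peptide for full effect; strong numbers were not always called active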
TcdB GH inh: inhibitors of Clostridioides difficile toxin B glycohydrolase; inhibition, % at 9.99 µM; 350,000 tested, 0.24% active; AID 652162; P18177; TcdB glycohydrolase enzymatic assay, plate reader; in the data active = inhibition above about 10%
3CLpro inhibitor: SARS-CoV 3CLpro protease inhibition. recombinant SARS-CoV 3CLpro, quenched FRET peptide cleavage. inhibition, % at 6 µM. 290,000 tested, 0.14% active. AID 1706; in the data active = inhibition above about 12%
MazF activator: increases E. coli MazEF RNase cleavage of RNA; P0AE70; FAM/BHQ RNA-DNA oligo cleavage fluorescence, 5 h; activation, % at 20 µM; 350,000 tested, 0.32% active; AID 504720; in the data active = activation above about 50%
DUSP3 inh: inhibitors of human VHR1 phosphatase (DUSP3); recombinant VHR phosphatase, pNPP absorbance; inhibition, % at 13.3 µM; 290,000 tested, 0.52% active; in the data active = inhibition above about 50%; note: some compounds called inactive have numbers as strong as hits
PrPC surface inh: inhibitors of human cell surface prion protein PrPC. 370,000 tested, 0.43% active. AID 720596. P04156. TR-FRET read-out. inhibition, % at 13.8 µM; in the data active = inhibition above about 24%; note: 0% = median of the test wells and 100% = reference compound wells
Rv3671c inh: Rv3671c (M. tuberculosis) protease inhibition; P9WHR9; inhibition, % at 5.96 µM; 320,000 tested, 0.048% active; AID 2606; in the data active = inhibition above about 38%;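 note: extracellular domain of Rv3671c used as enzyme; 0% = enzyme with DMSO and 100% = no enzyme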
* hit, by the source's call; i = inactive; . = no result given.

The opening four compounds as a preview:
(1) O=C(NC(CO)c1ccccc1)c1ccco1 (configuration not stated)
(2) Cc1ccc(C)c(NC(=O)CN(C)C(=O)c2ccc(-c3cccc(C(F)(F)F)c3)o2)c1
(3) O=[N+]([O-])c1ccc(S(=O)(=O)N(CC(O)CN2CCCCC2)c2ccccc2)cc1 (configuration not stated)
(4) COCCn1nnnc1CN1CCC(NC(=O)Nc2cccc(OC)c2)CC1

compound no.	1	2	3	4
Y pestis TopoI	0	10	-4	7
CCHFV vOTU inh	-4	-4	-12	7
BH1578 lux ind	i	i	-0.1	18
SSB-PriA inh	-11	-5	-10	-10
TcdB GH inh	.	1.4	0.4	.
3CLpro inhibitor	-4	.	-3	0
MazF activator	3	-3	8	3
DUSP3 inh	42	.	13	6
PrPC surface inh	-9	-4	-46	6
Rv3671c inh	0	-6	5	-2

The whole of this part, from the start:
(1) O=C(NC(CO)c1ccccc1)c1ccco1 (configuration not stated)
(2) Cc1ccc(C)c(NC(=O)CN(C)C(=O)c2ccc(-c3cccc(C(F)(F)F)c3)o2)c1
(3) O=[N+]([O-])c1ccc(S(=O)(=O)N(CC(O)CN2CCCCC2)c2ccccc2)cc1 (configuration not stated)
(4) COCCn1nnnc1CN1CCC(NC(=O)Nc2cccc(OC)c2)CC1
(5) CCCCN(Cc1ccccc1)S(=O)(=O)c1ccc2c(c1)n(C)c(=O)c(=O)n2C
(6) CCN(CC)CC#CCC(C)(c1ccccc1)c1ccccc1

compound no.	1	2	3	4	5	6
Y pestis TopoI	0	10	-4	7	-3	8
CCHFV vOTU inh	-4	-4	-12	7	6	-9
BH1578 lux ind	i	i	-0.1	18	0.8	-0.5
SSB-PriA inh	-11	-5	-10	-10	-9	3
TcdB GH inh	.	1.4	0.4	.	-1.1	.
3CLpro inhibitor	-4	.	-3	0	3	5
MazF activator	3	-3	8	3	-21	-5
DUSP3 inh	42	.	13	6	-27	26
PrPC surface inh	-9	-4	-46	6	10	7
Rv3671c inh	0	-6	5	-2	6	6

(7) O=C(c1cc(C2CCCCN2S(=O)(=O)c2ccc(F)cc2F)on1)N1CCOCC1 (configuration not stated)
(8) COCCc1ncc(CN2CCC(C(=O)Nc3ccc(-n4cccn4)cc3)CC2)cn1
(9) CC1(C)Cc2ccccc2C(NNC(=O)c2cccnc2)=N1
(10) Cc1cccn2c(CN(C)CCC3CCCCO3)c(C(=O)N3CCCCC3)nc12 (configuration not stated)
(11) NC(N)=NN=C1CCCCCCCCCCC1
(12) CC(C)(C)C1CCc2c(sc(NC(=O)C3CCCO3)c2C(N)=O)C1 (configuration not stated)

compound no.	7	8	9	10	11	12
Y pestis TopoI	1	7	-7	-6	4	36
CCHFV vOTU inh	7	-9	2	3	6	2
BH1578 lux ind	-4.5	i	i	-1.4	-1.6	i
SSB-PriA inh	.	-7	-11	0	-10	-3
TcdB GH inh	1.4	-0.7	.	1.1	0.3	.
3CLpro inhibitor	.	-1	5	-1	5	5
MazF activator	.	6	0	5	14	-1
DUSP3 inh	.	7	31	4	13	24
PrPC surface inh	3	-6	-1	7	7	-2
Rv3671c inh	.	.	-19	-4	5	-7

(13) Cc1ccc(C)c(NC(=O)CN(C)C(=O)Cc2coc3cc(C)c(C)cc23)c1
(14) Cc1cccc(C(=O)Nc2ccc(C(=O)N3CCCCC3C)cc2)c1 (configuration not stated)
(15) COc1ccc2[nH]c(=O)c(CN(CC3CCCO3)S(=O)(=O)c3ccccc3)cc2c1 (configuration not stated)
(16) O=C(NCCNc1ccc([N+](=O)[O-])cc1)c1ccco1
(17) Cc1ccc(C(=O)C(NC(=O)c2ccco2)N2CCOCC2)cc1 (configuration not stated)
(18) COc1ccc(CCNC(=O)CSc2nncn2N)cc1OC

compound no.	13	14	15	16	17	18
Y pestis TopoI	11	7	23	-2	-1	4
CCHFV vOTU inh	.	2	-9	23	12	-3
BH1578 lux ind	i	-0.3	i	i	i	1.8
SSB-PriA inh	-10	-3	-16	-20	-4	-3
TcdB GH inh	.	3.3	1.4	1.4	.	.
3CLpro inhibitor	.	6	-1	-2	3	0
MazF activator	3	-1	-15	3	-6	-7
DUSP3 inh	.	57*	18	8	-6	-10
PrPC surface inh	.	-1	7	-19	3	-1
Rv3671c inh	-3	-7	3	9	5	0

(19) Cc1cc(C(=O)NNC(=O)c2ccc(Cl)c(S(N)(=O)=O)c2)c(C)o1
(20) CCCc1nn(-c2cc(Cl)ccc2OC)c2c1C(=O)CCC2
(21) COc1cccc(NC(=O)CSc2nnc(CNC(=O)c3ccccc3F)o2)c1
(22) CC(=O)N1CCOc2ccc(S(=O)(=O)NCc3ccc(C)cc3)cc21
(23) COc1ccc(C(C)NC(=O)c2ccoc2C)cc1OC (configuration not stated)
(24) O=c1c2c3c(sc2nc2n1CCCS2)CCCC3

compound no.	19	20	21	22	23	24
Y pestis TopoI	-6	8	-2	6	-2	14
CCHFV vOTU inh	-1	11	17	6	-2	-14
BH1578 lux ind	i	-0.3	-0.5	-0.9	1.2	-5.9
SSB-PriA inh	-11	-27	1	-8	-5	-13
TcdB GH inh	0.7	2.8	0.7	0.3	.	.
3CLpro inhibitor	.	-2	-1	-3	-3	-1
MazF activator	10	-3	1	6	1	4
DUSP3 inh	.	32	14	18	12	-6
PrPC surface inh	-2	7	-1	5	-4	-4
Rv3671c inh	2	-6	6	-9	1	1

(25) CCN(c1ccccc1)S(=O)(=O)c1cc(C(=O)OCC(=O)c2c(N)n(C)c(=O)n(C)c2=O)ccc1C
(26) COc1cccc(CN2CCNC(=O)C2CC(=O)NC2CCCCC2)c1OC (configuration not stated)
(27) Cc1ccc(NC(=O)C(OC(=O)c2ccc(C=O)cc2)c2ccccc2)cc1Cl (configuration not stated)
(28) COc1cc(/C=C2/NC(=O)N(Cc3ccccc3F)C2=O)ccc1Oc1ccc([N+](=O)[O-])cn1
(29) CC1CCCCC12NC(=O)N(Cc1cc(=O)n3ccsc3n1)C2=O (configuration not stated)
(30) CC(C)COc1ccc(C(=O)OC2CC(C)(C)OCC2CN(C)C)cc1 (configuration not stated)

compound no.	25	26	27	28	29	30
Y pestis TopoI	-6	-1	-9	7	-6	-4
CCHFV vOTU inh	-7	12	.	3	-2	9
BH1578 lux ind	1.7	1.1	-0.2	2.2	-0.1	-1.2
SSB-PriA inh	-2	6	-1	-21	-7	-10
TcdB GH inh	-0.2	1.1	.	.	1.5	.
3CLpro inhibitor	.	-1	3	2	-2	0
MazF activator	-1	3	-2	16	2	8
DUSP3 inh	.	-6	35	-6	18	23
PrPC surface inh	2	-3	.	5	1	10
Rv3671c inh	.	-5	-112	9	-1	-4

Three entries out of the list, arranged by number of heavy atoms, rising.
(9) CC1(C)Cc2ccccc2C(NNC(=O)c2cccnc2)=N1
(6) CCN(CC)CC#CCC(C)(c1ccccc1)c1ccccc1
(14) Cc1cccc(C(=O)Nc2ccc(C(=O)N3CCCCC3C)cc2)c1 (configuration not stated)

compound no.	9	6	14
Y pestis TopoI	-7	8	7
CCHFV vOTU inh	2	-9	2
BH1578 lux ind	i	-0.5	-0.3
SSB-PriA inh	-11	3	-3
TcdB GH inh	.	.	3.3
3CLpro inhibitor	5	5	6
MazF activator	0	-5	-1
DUSP3 inh	31	26	57*
PrPC surface inh	-1	7	-1
Rv3671c inh	-19	6	-7

(further entries)
(31) CSCC[C@H](NC(=O)OC(C)(C)C)c1nnc(SCC=C(C)C)o1
(32) COc1ccc(C(CNC(=O)COc2ccccc2)N2CCOCC2)cc1 (configuration not stated)
(33) CCN1C[C@]2(C)CC[C@H](OC)[C@]34C2[C@H](OC(C)=O)[C@@]2(OCO[C@@]25C[C@H](OC)[C@H]2C[C@]3(O)C5[C@H]2OC)[C@@H]14
(34) COc1ccc2sc(NC(=O)NC(=O)c3c(Cl)cccc3Cl)nc2c1
(35) Nc1nc2nc(-c3ccccc3)cc(=O)n2[nH]1
(36) CCCc1cc(=O)[nH]c(SCC(=O)Nc2ccc(N3CCCCC3)cc2)n1

compound no.	31	32	33	34	35	36
Y pestis TopoI	21	-2	3	1	0	11
CCHFV vOTU inh	7	-6	0	-1	-5	16
BH1578 lux ind	-1.7	-9.9	-0.6	-0.5	-1.6	i
SSB-PriA inh	-18	5	-13	1	-11	-9
TcdB GH inh	.	0.4	-5.1	-1.1	.	-1.2
3CLpro inhibitor	-2	.	-2	6	-6	.
MazF activator	-1	0	-2	-15	5	-6
DUSP3 inh	17	.	-1	9	10	.
PrPC surface inh	5	-1	5	-3	-2	-4
Rv3671c inh	-3	13	0	-2	-2	8

(37) O=C(CN1C(=O)c2ccccc2C1=O)N(CCO)Cc1ccccc1
(38) CC(C)Oc1ccc(CC(=O)NNC(=S)Nc2ccccc2)cc1
(39) Cn1c(N)c(C(=O)COC(=O)C2=NNC(=O)CC2)c(=O)n(C)c1=O
(40) Cc1[nH]c2ccccc2c1SCc1ccccc1
(41) COC(=O)NNC(=O)c1ccc(C(C)(C)C)cc1
(42) O=C(NCCSc1ccccn1)c1ccc(Cl)cc1

compound no.	37	38	39	40	41	42
Y pestis TopoI	-3	2	1	-2	-3	6
CCHFV vOTU inh	9	1	-12	2	-11	0
BH1578 lux ind	-0.6	i	-1.0	0.7	-0.2	0.8
SSB-PriA inh	0	-4	-8	-8	-6	-9
TcdB GH inh	0.5	-4.1	0.8	4.7	.	2.2
3CLpro inhibitor	3	4	3	1	0	-2
MazF activator	9	-4	-8	-2	-7	7
DUSP3 inh	40	17	21	2	15	12
PrPC surface inh	-8	10	-2	0	3	-1
Rv3671c inh	.	3	3	3	-11	-4

(43) O=C(CN(Cc1ccccc1)C(=O)CNS(=O)(=O)c1ccccc1)NCC1CCCO1 (configuration not stated)
(44) Cc1nc2ncnn2c(C)c1CCC(=O)N1CCc2ccccc2C1
(45) Cc1nc(N2CCN(C)CC2)c2cc(-c3ccccc3)sc2n1
(46) CS(=O)(=O)O/N=C1\CCCCC1c1ccc([N+](=O)[O-])cc1[N+](=O)[O-] (configuration not stated)
(47) O=C1CC(=O)N(c2ccccc2)C(=O)N1c1ccccc1
(48) CC1(C(=O)Nc2ccc3c(c2)OCCO3)CCN1C(=O)Cc1ccc(-c2ccccc2)cc1 (configuration not stated)

compound no.	43	44	45	46	47	48
Y pestis TopoI	9	-3	2	3	-1	23
CCHFV vOTU inh	0	-10	-16	-6	11	0
BH1578 lux ind	-0.5	-0.6	-0.1	i	0.2	i
SSB-PriA inh	-7	-20	-3	.	2	.
TcdB GH inh	0.1	.	0.5	-0.2	1.1	0.2
3CLpro inhibitor	3	0	-1	-3	0	.
MazF activator	1	3	10	3	-4	.
DUSP3 inh	26	25	-2	.	5	.
PrPC surface inh	1	4	-1	-39	0	2
Rv3671c inh	-6	-7	-6	0	-5	.

(49) COCOCCn1cc(CN2CCS(=O)(=O)N(Cc3ccc(-c4ccc(OC)c(OC)c4)cc3)C(CC(C)C)C2=O)nn1 (configuration not stated)
(50) CC(C)(C)C(=O)Nc1cc(S(=O)(=O)N2CCCCC2)ccc1N1CCCCC1
(51) COc1ccccc1NC(=O)CCNS(=O)(=O)c1ccc2c(c1)CCN2C(C)=O
(52) C=CCOc1ccc(/C=C2\SC(=S)N(CCC(=O)O)C2=O)cc1

compound no.	49	50	51	52
Y pestis TopoI	5	13	0	-3
CCHFV vOTU inh	6	7	13	3
BH1578 lux ind	-0.5	-0.2	-0.5	-0.5
SSB-PriA inh	.	-4	-9	3
TcdB GH inh	1.6	0.8	0.2	1.0
3CLpro inhibitor	.	1	2	7
MazF activator	12	-3	5	0
DUSP3 inh	.	20	6	23
PrPC surface inh	-6	6	5	-5
Rv3671c inh	.	-8	-9	0

An excerpt. The share of hits here may be higher or lower than overall.
